TRPC4 block – blocks the mouse TRPC4 cation channel; Q9QUQ5; AID 2247; actives 0.39% (n = 300,000); HEK293 TRPC4beta/mu-opioid, DAMGO-evoked Fluo4 calcium flux; stronger effect = lower value; B-score at 10 µM;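 active = B-score over 3 SD under the library average, no early fluorescence shift, positive overall ratio signal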
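Assay system: Stable TRPC4beta/mu-opioid receptor HEK293 cells | Reagent: DAMGO in two steps, submaximal then maximal | Compound dosing: Single concentration per test compound | Signal: Fluo4 Ca2+ flux fluorescence | Evaluation: Per-well B score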
MrgX1 agonist – agonists of human MrgX1 receptor | AID 588627 | MrgX1-HEK293 cells, Fluo-4 calcium fluorescence, agonist mode; stronger effect = higher value | B-score at 10 µM | Q96LB2 | actives 0.44% (n = 310,000);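 active = calcium response B-score plate-corrected fluorescence ratio at least 3 library SD, with starting fluorescence B-score inside 5 SD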
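Test system: Stable human MrgX1 HEK293 cell line | Schedule: Overnight plating before 1 h dye loading | Read-out basis: Baseline-normalised fluorescence change ratio, B-scored | Detection: Kinetic calcium dye fluorescence, Fluo-4 NW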
TMEM16A inh – blocks the mouse calcium-activated chloride channel TMEM16A; HEK293 TMEM16A/YFP iodide influx fluorescence, ionomycin; Q8BHY3; normalized B-score (activity score, 25-100; higher = stronger inhibition) at 10 µM; actives 1.2% (n = 310,000);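 active = ratio plate-corrected score three or more library SD toward inhibition, starting fluorescence score within five deviations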;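 also: score derived from kinetic fluorescence span divided by baseline fluorescence per well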
Target sequence (Q8BHY3 whole entry, looked up): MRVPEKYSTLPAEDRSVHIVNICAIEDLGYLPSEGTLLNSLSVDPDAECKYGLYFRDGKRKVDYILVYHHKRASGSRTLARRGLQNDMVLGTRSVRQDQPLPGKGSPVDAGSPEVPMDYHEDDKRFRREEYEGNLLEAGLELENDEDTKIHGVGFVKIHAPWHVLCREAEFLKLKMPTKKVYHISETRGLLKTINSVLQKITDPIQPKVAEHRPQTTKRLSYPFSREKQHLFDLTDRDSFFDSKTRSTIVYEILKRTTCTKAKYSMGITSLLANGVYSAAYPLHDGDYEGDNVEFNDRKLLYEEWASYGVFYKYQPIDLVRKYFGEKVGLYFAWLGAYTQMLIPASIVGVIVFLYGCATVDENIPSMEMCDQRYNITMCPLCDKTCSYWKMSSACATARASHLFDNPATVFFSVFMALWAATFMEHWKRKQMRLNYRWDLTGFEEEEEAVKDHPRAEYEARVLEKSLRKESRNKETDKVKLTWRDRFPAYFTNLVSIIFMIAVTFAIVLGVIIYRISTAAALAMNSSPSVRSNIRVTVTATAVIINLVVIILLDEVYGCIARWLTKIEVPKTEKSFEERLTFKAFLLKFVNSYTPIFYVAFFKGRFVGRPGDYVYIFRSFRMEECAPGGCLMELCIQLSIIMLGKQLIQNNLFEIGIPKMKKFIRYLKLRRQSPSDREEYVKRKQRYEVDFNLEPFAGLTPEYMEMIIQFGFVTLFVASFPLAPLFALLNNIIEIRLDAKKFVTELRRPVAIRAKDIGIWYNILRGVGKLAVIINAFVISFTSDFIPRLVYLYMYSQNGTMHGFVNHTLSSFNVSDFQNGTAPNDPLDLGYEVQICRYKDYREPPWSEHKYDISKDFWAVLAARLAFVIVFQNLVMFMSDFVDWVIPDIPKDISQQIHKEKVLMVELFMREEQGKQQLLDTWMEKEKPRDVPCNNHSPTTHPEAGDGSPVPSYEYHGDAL
TRPC6 activator – activates the mouse TRPC6 cation channel | B-score at 10 µM | HEK293-TRPC6 membrane potential dye fluorescence; stronger effect = higher value | actives 0.13% (n = 310,000) | AID 2550;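 active = B-score of the integrated fluorescence ratio above library mean plus 3 SD, and starting fluorescence ratio within library mean plus 5 SD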;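 also: higher score means more depolarization so channel activation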
TRPC4 potent – TRPC4 (mouse) allosteric potentiation; Q9QUQ5; HEK293 TRPC4beta/mu-opioid, DAMGO EC20, Fluo-4 Ca2+ flux; stronger effect = higher value; B-score at 10 µM; actives 0.42% (n = 310,000); AID 2227;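 active = B-score of calcium response area above 5 SD of library B-scores, with initial fluorescence ratio within 5 SD of library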;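 also: B-score of integrated fluorescence ratio over time as area under calcium response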
TRPC6 inhibitor – mouse TRPC6 channel inhibition; AID 2553; HEK293-TRPC6, membrane potential dye, ACh-evoked depolarization; stronger effect = lower value; Q61143; B-score at 10 µM; actives 1.1% (n = 310,000);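 active = B-score under library mean minus 3 SD, initial fluorescence not abnormally high, positive integrated signal ratio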;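 also: B-score derived from integrated fluorescence ratio over the kinetic read; more negative B-score means stronger inhibition of depolarization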
MrgX1 antag – blocks BAM8-22 activation of human MrgX1 receptor; B-score at 10 µM; MRGX1-HEK293 calcium flux, Fluo-4, BAM8-22 antagonism; stronger effect = lower value; actives 1.3% (n = 310,000); Q96LB2;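 active = calcium-response B-score plate-corrected more than 3 library SD below zero, starting fluorescence within 5 deviations, no agonist response on first addition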;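 also: peak minus trough fluorescence over baseline after final BAM8-22 challenge near maximal dose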
MrgX1 PAM – human MrgX1 positive allosteric modulation, primary screen | MrgX1-HEK293, Fluo-4 calcium flux, FDSS; stronger effect = higher value | B-score at 10 µM | actives 0.63% (n = 310,000);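 active = plate-corrected calcium response at least 3 library SD above typical, normal starting fluorescence, not activating the receptor alone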;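 also: compound read alongside a low EC10 to EC30 dose of BAM8-22 agonist; peak minus trough fluorescence over baseline measured at the second addition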
TRPC4 act – opens the mouse TRPC4 cation channel. AID 2237. B-score at 10 µM. HEK293 TRPC4beta/mu-opioid, Fluo4 calcium fluorescence; stronger effect = higher value. actives 0.49% (n = 310,000). Q9QUQ5;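 active = B-score above 5 SD of library B-scores, and initial fluorescence ratio not above library mean plus 5 SD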;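 also: positive B-score marks a calcium rise read as TRPC4 activation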
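Assay system: HEK293 stable line with TRPC4beta plus mu-opioid receptor; schedule: 45 min room-temperature Fluo4 loading, 110 s read; technique: kinetic Fluo4 calcium fluorescence; evaluation: integrated baseline-normalised fluorescence ratio, converted to per-well B score; controls: buffer (low) and maximal DAMGO (high)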
TMEM16A act – mouse TMEM16A channel activation, primary screen | Q8BHY3 | HEK293 TMEM16A/YFP-H148Q/I152L, iodide quench fluorescence; stronger effect = lower value | B-score at 10 µM | actives 0.3% (n = 340,000) | AID 623877;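 active = fluorescence-ratio B-score plate-corrected deviation score at least 3 library SD below zero, with starting fluorescence score within 5 deviations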;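 also: channel opened by trigger with iodide after compound preincubation; score built on the fluorescence ratio of max minus min over baseline; more negative score means more quench and so TMEM16A activation or potentiation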
SKKanGAS inh – blocks kanamycin growth of S. pyogenes SKKanGAS strain. BacTiter-Glo, 6 h. inhibition, % at 7.5 µM. actives 1.3% (n = 300,000);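 active = mean replicate score, as percent of positive control median, at least 50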;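 also: strain carries kanamycin resistance gene driven by streptokinase promoter and grows in 40 µg/ml kanamycin; loss of luminescence reflects streptokinase promoter inhibition or plain growth inhibition; 0% = median of DMSO wells and 100% = positive control at its reference dose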
Starred values were filed as active, the others as inactive; i = inactive; . = not tested or not shown.

SMILES	TRPC4 block	MrgX1 agonist	TMEM16A inh	TRPC6 activator	TRPC4 potent	TRPC6 inhibitor	MrgX1 antag	MrgX1 PAM	TRPC4 act	TMEM16A act	SKKanGAS inh
O=C(c1ncc[nH]1)c1cccs1	i	i	i	i	i	i	i	i	i	i	-0.2
CCN(CC)S(=O)(=O)c1ccc(OCC(=O)NC2CCS(=O)(=O)C2)c([N+](=O)[O-])c1 (stereo unspecified)	i	i	i	i	i	i	i	i	i	i	-29.2
Cc1ccc(S(=O)(=O)NCCCn2ccnc2)cc1	i	i	i	i	i	i	i	i	i	i	-1.0
Cc1cccc2nc(CSc3ncccc3C(=O)O)cn12	i	i	i	i	i	i	i	i	i	i	4.5
CCCOC(=O)C1[C@H]2C(=O)N(Cc3ccco3)C[C@]23C=C[C@H]1O3 (stereo partly specified)	i	i	i	i	i	i	i	i	i	i	-5.3
COc1ccc(C(C)(C)C)cc1NC(=O)CCCn1c(=O)oc2ccccc21	i	i	i	i	i	i	i	i	i	i	-4.0
CCN(C(=O)COC(=O)CCc1ccccc1OC)c1c(N)n(Cc2ccccc2)c(=O)[nH]c1=O	i	i	i	i	i	i	i	i	i	i	21.3
O=C(NCCC1=CCCCC1)C1CCN(Cc2cnn(-c3ccccc3)c2-n2cccc2)CC1	i	i	i	i	i	i	i	i	i	i	-8.9
CCOC(=O)Cc1csc(NC(=O)c2cccc(Cl)c2)n1	i	i	i	i	i	i	i	i	i	i	-1.7
COc1ccc(C(=O)c2coc3ccc(O)cc23)cc1	i	i	i	i	i	i	i	i	i	i	-5.1
O=C(NCc1cccnc1)c1ccc(S(=O)(=O)N2CCCCCC2)cc1	i	i	i	i	i	i	i	i	i	i	-1.0
Cn1cc(P(=O)(N2CCOCC2)N2CCOCC2)cc1P(=S)(N1CCOCC1)N1CCOCC1	i	i	i	i	i	i	i	i	i	i	-6.9
CCCCNC(=O)NS(=O)(=O)c1ccc(NS(=O)(=O)c2ccccc2)cc1	i	i	i	i	i	i	i	i	i	i	3.9
CN(C)c1ccc(C(=O)c2ccccc2C(=O)O)c(O)c1	i	i	i	i	i	i	i	i	i	i	2.4
Cc1cc(=O)oc2c3c(cc(OCC(=O)NC4CC4)c12)OC(C)(C)CC3	i	i	i	i	i	i	i	i	i	i	88.0*
CC1CCC(NC(=O)CC(C)(C)Cc2nc3ccccc3c(=O)[nH]2)CC1 (stereo unspecified)	i	i	i	i	i	i	i	i	i	i	-0.8
COCCN=C1NN=C(c2ccc(C)c([N+](=O)[O-])c2)CS1	i	i	i	i	i	i	i	i	i	i	-18.8
CC(C)(C)c1ccc(-c2nc(C#N)c(N3CCC(C(N)=O)CC3)o2)cc1	i	i	i	i	i	i	i	i	i	i	1.8
CCNc1ccc(C(=O)O)cc1N	i	i	i	i	i	i	i	i	i	i	7.2
CCc1noc(C)c1C(=O)Nc1ccc(C#N)cc1	i	i	i	i	i	i	i	i	i	i	4.0
CCN(CC)CCN(C)Cc1nc(C(c2ccccc2)c2ccccc2)no1	i	i	i	i	i	i	i	i	i	i	1.4
COc1ccccc1CNC(=O)CCCC(=O)n1ncc2cc(C)ccc21	i	i	i	i	i	i	i	i	i	i	-7.0
CCCC1(C(=O)OCC)NC(c2ccc(N(C)C)cc2)C2C(=O)N(c3ccc4c(c3)OCCO4)C(=O)C21 (stereo unspecified)	.	i	i	.	.	.	i	i	.	i	-6.5
O=C(CSc1nc2ccccc2o1)Nc1ccc(N2CCOCC2)cc1	i	i	i	i	i	i	i	i	i	i	-1.9
CCOc1cc(CNc2ccc(S(N)(=O)=O)cc2)ccc1OCC(=O)NC(C)(C)C	i	i	i	i	i	i	i	i	i	i	1.5
Next part:
SMILES	TRPC4 block	MrgX1 agonist	TMEM16A inh	TRPC6 activator	TRPC4 potent	TRPC6 inhibitor	MrgX1 antag	MrgX1 PAM	TRPC4 act	TMEM16A act	SKKanGAS inh
Cc1ccc(NC(=O)c2cnccn2)nc1	i	i	i	i	i	i	i	i	i	i	-4.1
COc1ccc(CN2C(=O)C(C)Oc3ccccc32)cc1 (stereo unspecified)	i	i	i	i	i	i	i	i	i	i	5.8
O=C(CN1CCc2cc3c(cc2C1)OCCCO3)Nc1cccc(Br)c1	i	i	i	i	i	i	i	i	i	i	1.4
Cc1ccsc1/C=C/C(=O)O	i	i	i	i	i	i	i	i	i	i	-5.9
COc1ccc(OC)c(NC(=O)N2CCCC(C(=O)c3ccccc3OC)C2)c1 (stereo unspecified)	i	i	i	i	i	i	i	i	i	i	0.9
C[N+]1(CCC(=O)c2ccccc2)CCCCC1	i	i	i	i	i	i	i	i	i	i	2.6
COc1ccc(C(=O)NC(C)c2nnc(SCc3ccc(Cl)c(Cl)c3)n2C)cc1 (stereo unspecified)	i	i	i	i	i	i	i	i	i	i	-2.2
CC(C)CC(c1nnnn1Cc1ccccc1)N1CCC(C(N)=O)CC1 (stereo unspecified)	i	i	i	i	i	i	i	i	i	i	2.1
CCN(CC)Cc1c(O)ccc2c(=O)c(-c3ccccc3)coc12	i	i	i	i	i	i	i	i	i	i	0.8
CCn1c(=O)n(CC(=O)Nc2ccc(F)cc2)c(=O)c2ccccc21	i	i	i	i	i	i	i	i	i	i	4.0
C=CCNC(=O)c1scc2c1CCCC2	i	i	i	i	i	i	i	i	i	i	1.9
COc1cccc(C2=NOC(C(=O)Nc3cc(C)on3)C2)c1 (stereo unspecified)	i	i	i	i	i	i	i	i	i	i	-0.3
Cc1cc2n(c(=O)c1C#N)CCCN2c1ccccc1	i	i	i	i	i	i	i	i	i	i	-6.1
COc1ccc(N2CCN(C(c3nnnn3C3CCCC3)C(C)C)CC2)cc1 (stereo unspecified)	i	i	i	i	i	i	i	i	i	i	-4.4
CN(c1ccccc1)S(=O)(=O)c1cccc(C(=O)OCC(=O)NCc2ccc3c(c2)OCO3)c1	i	i	i	i	i	i	i	i	i	i	-3.5
COc1ccccc1Oc1ccc(-c2cnc3ccccc3n2)cc1[N+](=O)[O-]	i	i	i	i	i	i	i	i	i	i	8.3
COc1cc(Oc2nc(C(F)(F)F)nc3ccccc23)ccc1C=O	i	i	i	i	i	i	i	i	i	i	3.3
C=CCNC(=O)c1onc(CSc2cccc(Cl)c2)c1C(=O)O	i	i	i	i	i	i	i	i	i	i	6.8
CCOc1ccc(NS(=O)(=O)c2ccc3c(c2)N(C(C)=O)CCS3)cc1	i	i	i	i	i	i	i	i	i	i	6.8
COc1ccc(Cc2nnc(NC(=O)c3ccc(OC(C)=O)cc3)s2)cc1OC	i	i	i	i	i	i	i	i	i	i	4.2
CC(C)[C@H](N)C(=O)N1CCC(C(=O)N[C@@H](Cc2ccccc2)C(=O)NCc2ccc(F)cc2)CC1	i	i	i	i	i	i	i	i	i	i	4.3
COc1ccc(NC(=S)N/N=C/c2cccn2Cc2ccc(F)cc2)cc1	i	i	i	i	i	i	i	i	i	i	33.4
Cc1ccc(CNC(=O)C2(C)Oc3ccccc3NC2=O)cc1 (stereo unspecified)	i	i	i	i	i	i	i	i	i	i	-1.3
COc1cc(C)c(CN2CCC(Oc3ccc(C(=O)N4CCCC4)cc3)CC2)cc1C	i	i	i	i	i	i	i	i	i	i	3.0
CC(C)c1ccccc1N1CC(C(=O)O)CC1=O (stereo unspecified)	i	i	i	i	i	i	i	i	i	i	0.6
(listing goes on)
SMILES	TRPC4 block	MrgX1 agonist	TMEM16A inh	TRPC6 activator	TRPC4 potent	TRPC6 inhibitor	MrgX1 antag	MrgX1 PAM	TRPC4 act	TMEM16A act	SKKanGAS inh
CCS(=O)(=O)c1ccc(Sc2nncn2C)c([N+](=O)[O-])c1	i	i	i	i	i	i	i	i	i	i	1.6
O=C(Cc1ccccc1)NC(NCCCN1CCOCC1)(C(F)(F)F)C(F)(F)F	i	i	i	i	i	i	i	i	i	i	-2.3
CCc1cccc(C)c1NC(=O)CCCSc1nc2ccccc2s1	i	i	i	i	i	i	i	i	i	i	4.4
Cn1c2ccccc2c2n[nH]c(=S)nc21	i	i	i	i	i	i	i	i	i	i	4.1
CCC1=NN(C(=O)CCc2ccccc2O)C(O)(C(F)(F)F)C1 (stereo unspecified)	i	i	i	i	i	i	i	i	i	i	6.1
O=C(C1CCCCC1)N1CCC(c2nc3ccccc3[nH]2)CC1	i	i	i	i	i	i	i	i	i	i	-3.6
COc1c(OC)c(O)c2c(=O)c(O)c(-c3ccccc3)oc2c1OC	i	i	i	i	i	i	i	i	i	i	1.3
CCOc1ccc(/C=C\C(C)=N\O)cc1	i	i	i	i	i	i	i	i	i	i	9.4
COc1ccc(Cl)cc1NC(=O)CNC(c1ccccc1)c1ccccc1	i	i	i	i	i	i	i	i	i	i	30.1
Cc1cc(-c2ccc(C)c(S(=O)(=O)NCCCN3CCN(c4ccccc4)CC3)c2)on1	i	i	i	i	i	i	i	i	i	i	-1.4
COc1ccc(NC(=O)c2cccc(S(=O)(=O)N3CCCCCC3)c2)cc1	i	i	i	i	i	i	i	i	i	i	4.6
COc1cccc(NC(=O)CCSc2ccc(C)cc2)c1	i	i	i	i	i	i	i	i	i	i	-12.0
CCCCNC(=O)C1CCN(C/C(C)=C/c2ccccc2)CC1	i	i	i	i	i	i	i	i	i	i	3.0
Cc1cc(C)c(S(=O)(=O)NCC2CCC(C(=O)NCCCN3CCOCC3)CC2)c(C)c1 (stereo unspecified)	i	.	.	i	i	i	.	.	i	i	-1.1
CC(OC(=O)C1CCN(S(=O)(=O)c2ccc(F)cc2)CC1)C(=O)NC1CCCCC1C (stereo unspecified)	i	i	i	i	i	i	i	i	i	i	-2.1
O=C1CCC([N+](=O)[O-])C(c2ccc(F)c(Br)c2)N1 (stereo unspecified)	i	i	i	i	i	i	i	i	i	i	1.4
NC(Cc1c[nH]c2ccccc12)C(=O)NCc1ccco1 (stereo unspecified)	i	i	i	i	i	i	i	i	i	i	5.7

Screening results as filed in PubChem.
